Bioassay records: PubChem, National Center for Advancing Translational Sciences (NCATS)
IL1B secr inh – blocks inflammasome-driven IL-1 beta release. THP-1 LPS/ATP IL-1B secretion, AlphaLISA, 16 h; active compounds read low. activity change, % at 57.5 µM. hit rate 4.7% among 360,000. AID 743279; in the data active = activity change below about -50%; inconclusive = mostly about -30% to -49%; also: % is scaled to controls: 0 for no effect and ±100 for the full control effect
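THP-1 cells pretreated 1 hr with compounds (up to 57.5 uM final), then stimulated with LPS (250 ng/mL final) plus ATP (1.25 mM final); secreted IL-1B measured by AlphaLISA after 16 hr, decreased signal indicating inhibition.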
HT1080 IDH1KD tx – kills HT-1080 cells with IDH1 knockdown; Potency, µM (top dose mostly 46.1 µM), without a hit: top-dose activity, negative = toxicity, most hits filed as cytotoxic; hit rate 2% among 360,000; AID 686971; HT-1080 IDH1 knockdown viability, ATP luminescence, 48 h;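 also: potency is read from the fitted curve at half-maximal effect; 0% = DMSO wells and -100% = cell-free medium wells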
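In this qHTS, HT-1080 cells depleted of IDH1 are exposed for 48 h at 37 °C to compound titrations. Toxicity is scored from CellTiter-Glo luminescence, with DMSO as full viability and medium alone as none.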
SW480 rereplic – induces DNA re-replication in SW480 colon adenocarcinoma cells. SW480 DNA re-replication, Hoechst DNA content imaging, 48 h. Potency, µM (highest dose often 46.1 µM), without a hit: top-dose re-replication activation, usual class: activators. hit rate 1.8% among 340,000; also: potency is read from the fitted curve at half-maximal effect; % of control where 0% means no effect; nearly all actives have a fitted effect of over 55% in size
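First, 250 cells per well were seeded. Next, compound or vehicle (23 nL) was pinned in, plates sat 48 hr at 37 C. Finally Hoechst was added for 40 min before fluorescence scanning.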
GLP1R cytotox – cytotoxicity counter-screen for GLP-1 receptor inverse agonists; HEK293 cAMP-luciferase reporter cells, luminescence, 24 h; hit rate 0.13% among 410,000; Potency, µM (series often up to 38.3 µM), inactives show at the top dose activity change, negative = inhibition, actives largely listed as inhibitors;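 also: loss of luciferase light is scored as toxicity; potency is read from the fitted curve at half-maximal effect; % is scaled to controls: 0 for no effect and ±100 for the full control effect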
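Quantitative HTS format, 1536 wells, 200 cells/uL seeded. Compounds: 23 nL, 24 h, 37 °C. Detection: luciferase reagent, luminescence at 12 min RT; decreased signal taken as cytotoxic.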
D3 ag – D3 dopamine receptor (human) agonism | hit rate 0.58% among 410,000 | max activation, % | AID 652048 | D3R DiscoveRx beta-arrestin cells, luminescence, 90 min | P35462; in the data active = max activation above about 30%; also: 0% is about no effect; mostly tested at two doses, the higher about 12 µM
Target sequence (P35462 whole entry, looked up): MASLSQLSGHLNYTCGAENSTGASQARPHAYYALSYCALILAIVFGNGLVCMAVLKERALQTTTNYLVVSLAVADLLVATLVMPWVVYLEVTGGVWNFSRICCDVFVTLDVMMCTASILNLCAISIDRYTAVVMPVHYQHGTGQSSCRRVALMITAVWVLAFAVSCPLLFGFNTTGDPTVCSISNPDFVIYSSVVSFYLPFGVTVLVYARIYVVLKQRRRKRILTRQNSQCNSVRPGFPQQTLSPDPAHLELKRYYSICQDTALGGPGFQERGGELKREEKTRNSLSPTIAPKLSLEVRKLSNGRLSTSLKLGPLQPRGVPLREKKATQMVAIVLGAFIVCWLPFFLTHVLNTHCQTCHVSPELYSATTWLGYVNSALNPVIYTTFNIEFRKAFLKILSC
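Agonist mode: compounds and dopamine controls were applied to plated cells for 90 min at 37 degrees C after an overnight attachment at 1500 cells/well. Luminescent read-out followed 30 - 60 minutes at room temperature with DiscoveRx detection reagent.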
MCF10A rerep – induces DNA re-replication in MCF 10a normal breast cells. hit rate 2.9% among 350,000. MCF 10A DNA re-replication, Hoechst nuclear intensity, 48 h. AID 624296. Potency, µM (series often up to 46.1 µM), without a hit: at the top dose activity, positive = re-replication, usual class: activators; also: potency is read from the fitted curve at half-maximal effect; % of control where 0% means no effect; nearly all actives have a fitted effect of over 50% in size
KB-V1 cytotox – KB-V1 MDR subline cytotoxicity; hit rate 3.4% among 400,000; KB-V1 MDR cells viability, CellTiter-Glo, 72 h; Potency, µM (highest dose often 46.1 µM), inactives show top-dose activity change, negative = cytotoxicity, most hits filed as cytotoxic; also: potency is read from the fitted curve at half-maximal effect; % is scaled to controls: 0 for no effect and ±100 for the full control effect; nearly all actives have a fitted effect of over 60% in size
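KB-V1 cells (P-gp-expressing MDR subline of KB-3-1) in phenol-red-free DMEM with 10% FBS were exposed to library compounds over a concentration series for 72 h at 37 degrees C. Viability read by CellTiter-Glo luminescence; concentration-effect curves fitted after normalization.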
HT1080-NT tox – kills 2HG-producing HT-1080-NT fibrosarcoma cells. AID 686970. HT-1080-NT fibrosarcoma viability, CellTiter-Glo ATP luminescence, 48 h. Potency, µM (titrated, usually from 46.1 µM), without a hit: at the top dose activity, negative = less viability, actives largely listed as cytotoxic. hit rate 1.6% among 360,000;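 also: NT is the 2HG producing partner of a matched IDH1 knockdown line; potency is read from the fitted curve at half-maximal effect; 0% = DMSO-treated cells and -100% = media-only wells without cells; nearly all actives have a fitted effect of over 55% in size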
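Luminescent CellTiter-Glo readout after 48 hours of compound exposure at 37 degrees C defined viability of HT-1080-NT cells. Activity was normalized to DMSO wells and cell-free media wells; concentration-response curves were fitted and assigned curve classes.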
KB-3-1 tox – kills parental KB-3-1 adenocarcinoma cells. Potency, µM (top dose mostly 46.1 µM), inactives show at the highest dose activity change, negative = cytotoxic, usual class: cytotoxic. AID 1347075. KB-3-1 viability, CellTiter-Glo ATP luminescence, 72 h. hit rate 1.4% among 400,000; also: potency is read from the fitted curve at half-maximal effect; % is scaled to controls: 0 for no effect and ±100 for the full control effect; nearly all actives have a fitted effect of over 60% in size
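KB-3-1 parental drug-naive adenocarcinoma cells in DMEM/10% FBS, incubated 72 h at 37 C with pin-transferred compounds across a concentration series. Viability by CellTiter-Glo luminescence; concentration-response curves fitted after normalization.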
Active calls of the source: *; ? = inconclusive; . = no result given; & = joins results of further samples; [ ] = dose if it differs, or a comment. Unless noted, calls follow the shape of the dose curve; as a rule, active = well fitted curve in the direction sought with a large enough effect; inconclusive = small, poorly fitted or top-dose-only effect, or another doubt; inactive = no such curve, though single readings can be large; an effect the other way counts as inactive or inconclusive.

SMILES | IL1B secr inh | HT1080 IDH1KD tx | SW480 rereplic | GLP1R cytotox | D3 ag | MCF10A rerep | KB-V1 cytotox | HT1080-NT tox | KB-3-1 tox
O=Cc1ccc(C(=O)OCC(=O)Nc2ccc(F)cc2F)cc1 | 2 | 4% | -4% | -1% | 2 | -16% | 19% | 0% | 5%
CC1CCN(S(=O)(=O)c2ccc3c(c2)N(CC(=O)NCCCN2CCCC(C)C2)C(=O)CS3)CC1 (configuration not stated) | -21 | -14% | ? | -16%&-13% | -15&-31 | 0% | 28% | -15% | 5%
CC(=O)Oc1ccc2c(C)c(CC(=O)N3CCN(C(=O)C4COc5ccccc5O4)CC3)c(=O)oc2c1C (configuration not stated) | -25 | -23% | ? | . | 2 | -4% | -8% | -3% | -8%
O=C(Nc1ccc(OC(F)F)cc1)c1ccccn1 | 2 | 2% | -10% | -2% | 0 | 0% | 4% | 5% | 24%
Cc1ccc2nc(-c3ccc(O)c(O)c3)cn2c1 | -7 | ? | 27% | ? | 12 | -5% | -24% | -4% | ?
COc1ccc(NC(=O)Nc2ccc3[nH]ccc3c2)cc1 | -17 | 1% | -6% | 5% | 0 | 0% | 7% | -4% | 6%
COC(=O)[C@]12CCCCC=C1N(Cc1ccccc1)C(=O)[C@H](CC(=O)NCc1cccc3ccccc13)C2 | -10 | ? | . | -8% | -2 | . | -6% | ? | -20%
CCCc1cc(=O)[nH]c(SCC(=O)NC(=O)c2ccccc2)n1 | 29 | -22% | 3% | 4% | -18 | -1% | 4% | -4% | 1%
Cc1cccc(CN2CCC(CNc3ncnc4onc(-c5ccc(Cl)cc5)c34)CC2)c1 | . | . | . | 4% | -17 | . | 7% | . | -3%
CC(C)N1CC(COc2ccccc2Cl)OC1=O (configuration not stated) | 1 | 3% | 12% | 19% | 10 | 0% | -2% | 17% | 19%
CN(C(=S)NC1=CCS(=O)(=O)C1)C1CCCCC1 | 11 | 1% | -6% | -3% | 0 | ? | 22% | 1% | 8%
O=C(Nc1ccc(Br)cc1F)c1cc(S(=O)(=O)NC2CCCCC2)ccc1F | . | . | . | 9% | 2 | . | -9% | . | -13%
COc1cc(NC(=O)c2ccc(Cl)cc2)c(OC)cc1NC(=O)CN1CCOCC1 | ? | 12% | -3% | -1% | 5 | ? | -32% | 21% | -21%
O=C(Nc1ccccc1F)c1ccc(Cn2cc(Br)cn2)cc1 | -2 | -29% | -1% | 3% | -2 | -3% | 0% | -16% | -3%
Cc1nc(N2CCCCC2)c2c(C)c(C(=O)Nc3cccc(C(F)(F)F)c3)sc2n1 | -8 | -10% | -149%[inhibitor] | -20% | 14 | 18µM* | -2% | ? | 0%
CC1Cc2ccccc2N1C(=O)CSc1nnc(-c2ccccc2)c(-c2ccccc2)n1 (configuration not stated) | ? | -9% | 12% | 9% | 0 | ? | 0% | -20% | 7%
O=[N+]([O-])c1ccccc1Nc1ccccc1[N+](=O)[O-] | 5 | 9% | 0% | -3% | -11 | 0% | -13% | 1% | 5%
O=C(CSc1cccc2cccnc12)N/N=C/c1cccc(O)c1 | -23 | 1% | -2% | -26% | 2 | 1% | -5% | 19% | -2%
CCCCNC(=O)c1ccc2nc(CC)c(N(C)Cc3ccc(OC)cc3)n2c1 | -10 | 0% | . | 0% | 15 | . | 8% | 1% | 0%
COc1ccc(CCNc2nc3ccccc3n3nnnc23)cc1OC | 32 | 11% | -2% | 3% | 2 | -14% | 5% | 20% | 7%
Cc1ccccc1-c1cnc(C(O)c2ccc(F)c(F)c2)[nH]1 (configuration not stated) | -5 | 7% | . | 6% | -7 | . | 12% | -13% | 0%
CC1Cc2cc(/C(O)=C3\C(=O)C(=O)N(Cc4cccnc4)C3c3ccccc3F)ccc2O1 (configuration not stated) | 21 | 0% | ? | 2% | -16 | 2% | -1% | 3% | -19%
CC(=O)c1c(C)[nH]c(C(=O)OCC(=O)NCc2ccc3c(c2)OCO3)c1C | 2 | -9% | -5% | -2% | -3 | 8% | 0% | -5% | ?
O=C(CCn1c(=O)[nH]c2ccsc2c1=O)N(CCc1ccccc1)Cc1ccccc1 | ? | -3% | 0% | -11% | 10 | 7% | 21µM* | -21% | ?
CN(C(=O)c1ccc2nccnc2c1)C1CCCCC1 | -2 | 5% | -16% | -2% | 3 | -2% | 3% | -7% | 0%
CCN(CC)C(=O)C1CCCN(Cc2ccc3ccccc3c2)C1 (configuration not stated) | 19 | -1% | -4% | -9% | -10 | 0% | -10% | -5% | 14%
COc1ccccc1N1CCN(Cc2nc(-c3ccc(F)cc3)oc2C)CC1 | -2 | -21% | -1% | -3% | -3 | -2% | 4% | -16% | -11%
CC(C)CN(C)C(=O)CCc1nnc(Cc2ccc(-c3ccccc3)cc2)o1 | 12 | -5% | -1% | -5% | 3 | 0% | -12% | -16% | -14%
Cc1ccc(O)c(-c2[nH]ncc2C(=O)c2ccc(Cl)cc2)c1 | -86* | -8% | 7% | -2% | -11 | -4% | ? | -3% | 0%
CCCCNS(=O)(=O)c1ccc2nc(-c3cccnc3)cc(C(=O)NCCCOC)c2c1 | 20 | -3% | -2% | 3% | -1 | 4% | -1% | 3% | 3%
O=C(OCC1COC(c2ccccc2)(c2ccccc2)O1)c1ccccc1 (configuration not stated) | 32 | 25% | 0% | -1% | 7 | -2% | ? | 7% | 9%
CC1CN(C(=O)C2CC2)C(C)CN1C(=O)C1CC1 (configuration not stated) | 4 | 4% | -6% | 16% | 1 | -3% | 1% | 5% | -1%
O=C1CC(c2ccccc2)CC(O)=C1C=NCc1ccc(Cl)cc1 (configuration not stated) | 0 | 2% | 0% | -19% | -2 | -1% | -3% | 5% | 2%
Nc1ccc(N2CCN(C(=O)c3ccco3)CC2)cc1 | 6 | -18%&13% | 2% | ? | 11 | ? | -4% | -6%&6% | -12%
CN(C)C(=O)c1ccc(NC(=O)c2cncc(Br)c2)cc1 | -24 | 0% | -2% | -1% | -2 | 4% | 5% | 3% | -2%
CCN(CC)C(NC(=O)Cc1ccccc1)C(Cl)(Cl)Cl (configuration not stated) | 8 | -5% | -3% | 11% | 1 | 8% | -9% | -1% | 1%
O=C(NCC(=O)N1CCN(c2ccccc2O)CC1)c1ccccc1 | 0 | -10% | -3% | 1% | 9 | 16% | -1% | -8% | -3%
Nc1ccc(C(=O)OCC(=O)Nc2ccc3c(c2)OCO3)cc1[N+](=O)[O-] | 1 | 9% | -9% | 6% | -13 | 4% | 5% | -2% | 0%
CCCCN(C(=O)COC(=O)c1ccc(C)s1)c1c(N)n(CCC)c(=O)[nH]c1=O | -1 | -10% | -4% | 10% | -9 | -8% | -8% | 11% | 10%
O=c1cc(-c2ccc(O)cc2)oc2ccc3ccccc3c12 | -22 | ? | 20% | 3% | 9 | 18µM* | ? | ? | ?
Cc1ccccc1-c1nc(CN2CCC(C(=O)N3CCN(c4ccccn4)CC3)CC2)c(C)o1 | 0 | -1% | 16% | 6% | -13 | 16% | -3% | -11% | ?
CN(C)S(=O)(=O)c1ccc(C(=O)Nc2cccc(C(=O)N3CCOCC3)c2)cc1 | 10 | 4% | -4% | -1% | 10 | 19% | . | 16% | .
Cc1cc(=O)[nH]c(SCC(=O)Nc2ccc(Br)cn2)n1 | 24 | 13% | -6% | 4% | -14 | 1% | -4% | -4% | -11%
COC(=O)c1c(NC(=O)c2ccc(S(=O)(=O)N3CCOCC3)cc2)sc2c1CCN(C)C2 | -75* | ? | ? | -30% | -1 | ? | -2% | ? | -2%
Cc1cccc(C)c1-n1ncc(C(=O)N2CCN(c3ncccn3)CC2)c1C1CCN(C(=O)OC(C)(C)C)CC1 | . | . | . | 2% | -3 | . | 0% | . | 41%
O=C(O)CCN1C(=O)C2C3C=CC(C3)C2C1=O (configuration not stated) | 10 | 3% | 0% | 8% | -6 | ? | -2% | 3% | -3%
O=C1CC(c2ccc(F)cc2)Cc2nc(N3CCOCC3)ncc21 (configuration not stated) | -5 | 11% | 0% | 1% | -9 | -4% | ? | 2% | -7%
CCC1(c2ccc(F)cc2)NC(=O)N(CC(=O)Nc2ccccc2Cl)C1=O (configuration not stated) | 15 | 0% | -10% | 6% | 3 | -4% | -13% | -16% | 7%
Cc1cc(C)n(-c2ccc(C(=O)Nc3nnc(C4CC4)s3)cc2)n1 | -4 | 3% | -20% | 4% | 7 | -2% | ? | 16% | -13%
Cc1cc2cc(C)c(NCCNC(=O)c3cccs3)nc2cc1C | 0 | ? | -8% | -5% | -16 | -1% | ? | ? | -11%
COc1ccc(SN=C2C(C)=CC(=O)C=C2C)cc1 | ? | 1% | ? | 40%[activator] | -17 | 26µM* | -1% | -3% | 12%
COc1cc(S(=O)(=O)Nc2cc(C)cc(C)c2)ccc1F | 0 | ? | ? | 2% | 2 | ? | 23µM* | ? | -11%
